LAP4-GFP MLPCN: modulators of LAP4-GFP expression in yeast, primary screen, S. cerevisiae, multiplex flow cytometry, MLPCN library | 3 h; median GFP as percent of DMSO wells | GFP response vs DMSO, % at 10 µM | actives 0.34% (n = 320,000) | AID 2023, 2009;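 active = GFP response vs DMSO above a set limit, about the screen mean plus 3 SD, cut at about 150% in these data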
MEP2 TOR yeast: modulators of MEP2-GFP levels in yeast, primary screen, S. cerevisiae, multiplex flow cytometry, MLPCN library | GFP response vs DMSO, % at 10 µM | AID 2016, 2009 | S. cerevisiae MEP2-GFP strain, 3 h; 100% = DMSO control level | actives 0.51% (n = 330,000);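 active = GFP response versus DMSO above a set limit, roughly screen mean plus 3 SD, cut at about 180% in these data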;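 also: median GFP fluorescence of the barcode-gated MEP2-GFP cells per well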
AHR activator: AHR activators, primary screen, cell-based, luminescence, luciferase reporter, human; Aryl hydrocarbon receptor (Homo sapiens), P35869; AHR-responsive luciferase reporter cells; activation, % at 5 µM; actives 2.5% (n = 320,000); AID 2796, 2010; in the data active = activation above about 47%;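 also: 0% = vehicle wells and 100% = reference agonist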
proCasp7 act: procaspase-7 activators, primary screen, counter-screen for procaspase-3 activator project, biochemical, absorbance, HTS, human; Caspase-7 (Homo sapiens), P55210; activation, % at 8.5 µM; recombinant procaspase-7, Ac-DEVD-pNA absorbance 405 nm; D23A/D198A/D206A triple mutant, cannot self-cleave; scale: DMSO 0, 5 µM enzyme 100; AID 463210, 2010; actives 0.093% (n = 330,000);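 active = percent activation above the screen-wide mean plus 3 SD, cut at about 25% in these data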
Target sequence (P55210 whole entry D23A/D198A/D206A): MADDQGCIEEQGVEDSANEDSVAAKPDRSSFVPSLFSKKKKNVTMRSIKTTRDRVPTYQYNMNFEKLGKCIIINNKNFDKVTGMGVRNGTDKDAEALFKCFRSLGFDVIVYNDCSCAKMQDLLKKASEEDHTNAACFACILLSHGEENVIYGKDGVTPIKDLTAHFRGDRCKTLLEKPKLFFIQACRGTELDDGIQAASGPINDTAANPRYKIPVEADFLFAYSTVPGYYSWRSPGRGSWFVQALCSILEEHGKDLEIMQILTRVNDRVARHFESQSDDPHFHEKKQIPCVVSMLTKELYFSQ
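Assay system: Uncleavable procaspase-7 mutant enzyme; Input: 2 µM procaspase-7 mutant as dispensed; Also added: DEVD-pNA substrate; Medium: Zinc-free HEPES pH 7.4 with 300 mM NaCl, 0.01% Triton X-100; Timing: 1 h compound preincubation, 2 h substrate cleavage, 25 °C; Measured by: Epi-absorbance of released pNA at 405 nm, two timepoints.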
AGP1-GFP MLPCN: modulators of AGP1-GFP expression in yeast TOR pathway, primary screen, cell-based, multiplex flow cytometry, S. cerevisiae, MLPCN library; actives 0.02% (n = 320,000); GFP response vs DMSO, % at 10 µM; AID 2066, 2009; 3 h; GFP as percent of DMSO wells;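 active = GFP response relative to DMSO above a set limit, near screen average plus 3 SD, cut at about 150% in these data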;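 also: median GFP channel fluorescence of the gated AGP1 strain per well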
CIT2-GFP yeast: modulators of CIT2-GFP expression in yeast, primary screen, S. cerevisiae, GFP fusion, multiplex flow cytometry, MLPCN library | S. cerevisiae CIT2-GFP strain, 3 h; 100 means same as DMSO wells | GFP response vs DMSO, % at 10 µM | actives 0.065% (n = 320,000) | AID 2029, 2009;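 active = GFP response relative to DMSO above a set limit, near the screen mean plus 3 SD, cut at about 150% in these data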;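 also: ratio of well median GFP fluorescence to mean of DMSO wells on the plate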
RPL19A-GFP yeast: RPL19A-GFP expression modulators in yeast, primary screen, cell-based, S. cerevisiae, multiplex flow cytometry, MLPCN; percent response vs DMSO, % at 10 µM; AID 2025, 2009; S. cerevisiae RPL19A-GFP strain, 3 h; stronger effect = lower value; actives 0.3% (n = 330,000);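 active = percent response vs DMSO below 50%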;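 also: median channel GFP fluorescence of the barcoded RPL19A-GFP strain; ratio of sample median GFP to plate DMSO average so 100% = DMSO; lower means less RPL19A-GFP as with rapamycin TOR inhibition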
proCasp3 act: activators of human procaspase-3 D3A mutant, primary screen, biochemical, absorbance, PC-3 D3A mutant, single concentration; Caspase-3 (Homo sapiens), P42574; recombinant procaspase-3 D3A, Ac-DEVD-pNA absorbance 405 nm; actives 0.11% (n = 330,000); activation, % at 8.5 µM;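 active = activation above the mean of all tested compounds plus 3 SD, cut at about 21% in these data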;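 also: 0% = DMSO alone and 100% = DMSO wells spiked with extra 5 µM PC-3 D3A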
Target sequence (P42574 whole entry D9A/D28A/D175A): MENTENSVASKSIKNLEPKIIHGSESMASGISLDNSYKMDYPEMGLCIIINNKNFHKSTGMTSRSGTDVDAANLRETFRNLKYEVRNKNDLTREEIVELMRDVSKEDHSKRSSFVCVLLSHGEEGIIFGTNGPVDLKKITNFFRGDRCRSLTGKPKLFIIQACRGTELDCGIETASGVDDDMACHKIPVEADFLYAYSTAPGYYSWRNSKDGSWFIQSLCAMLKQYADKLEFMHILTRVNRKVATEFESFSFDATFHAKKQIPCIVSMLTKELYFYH
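Assay system – Procaspase-3 D3A mutant, all three cleavage aspartates alanine · Controls – DMSO-only low control, 5 µM PC-3 D3A high control · Schedule – 1 h compound preincubation, 2 h substrate hydrolysis at 25 °C · Signal – 405 nm absorbance of p-nitroaniline, reads at 0 and 120 min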
* = called active by the depositor; / = not tested or not shown.

SMILES | LAP4-GFP MLPCN | MEP2 TOR yeast | AHR activator | proCasp7 act | AGP1-GFP MLPCN | CIT2-GFP yeast | RPL19A-GFP yeast | proCasp3 act
CCOC(=O)c1c(C)n(CC(O)c2ccccc2)c2ccc(O)cc12 (stereo not drawn) | 100 | 95 | 16 | -1 | 97 | 95 | 94 | 1
Cc1cc(C)cc(SCc2noc(C(=O)NCC3CCCO3)c2C(=O)O)c1 (stereo not drawn) | 97 | 104 | 1 | 2 | 99 | 97 | 99 | 2
O=C(COC(=O)Cc1ccc(Br)cc1)Nc1ccc(Cl)cn1 | 98 | 114 | 1 | -9 | 110 | 93 | 101 | 1
CCOC(=O)CSc1nc(-c2ccccc2)nc2ccc(C)cc12 | 99 | 105 | -1 | 1 | 111 | 111 | 110 | 6
CN(c1ccccc1)S(=O)(=O)c1cc(C(=O)N2CCN(c3ccccn3)CC2)ccc1Cl | 95 | 103 | 9 | 12 | 101 | 98 | 98 | 1
O=C(C1CCCO1)N1CCN(C(=S)NC2CC2)CC1 (stereo not drawn) | 94 | 97 | 1 | 3 | 92 | 91 | 92 | -2
CC(O)c1ccc(Oc2cnccn2)cc1 (stereo not drawn) | 95 | 99 | 3 | -1 | 103 | 104 | 104 | -2
Cc1cc(C)cc(-n2ccnc2SCC(=O)Nc2nccs2)c1 | 100 | 99 | 2 | -3 | 104 | 93 | 99 | -9
Cc1ccc(S(=O)(=O)N2CCCCC2)cc1NC(=O)C1CC1 | 91 | 90 | 3 | 1 | 91 | 89 | 92 | -3
Cc1onc(-c2ccccc2Cl)c1C(=O)NCC(=O)O | 99 | 96 | 0 | 4 | 104 | 103 | 99 | 4
CC(=O)OCC1OC(Nc2cccc(C)c2)C(OC(C)=O)C(OC(C)=O)C1OC(C)=O (stereo not drawn) | 94 | 110 | -3 | -4 | 100 | 100 | 98 | 3
COc1ccccc1NC(=S)NN1CCN(C)CC1 | 94 | 101 | 1 | 7 | 100 | 103 | 99 | 7
c1ccc(Cn2nnc3c(N4CCCCCC4)ncnc32)cc1 | 104 | 95 | -1 | 5 | 95 | 94 | 96 | -2
CCCCn1c(N)c(N(CC(C)C)C(=O)c2cc(C)oc2C)c(=O)[nH]c1=O | 74 | 101 | -1 | -3 | 83 | 112 | 111 | -7
O=C1c2ccccc2CN1CCSC(=S)N1CCOCC1 | 92 | 99 | 9 | 4 | 93 | 92 | 103 | -1
O=C(O)c1cccc(S(=O)(=O)Nc2ccccc2C(=O)NCCc2ccccc2)c1 | 86 | 104 | 4 | 0 | 94 | 100 | 101 | -1
O=C1N/C(=N\c2ccccn2)SC1Cc1ccccc1Cl (stereo not drawn) | 92 | 94 | 80* | 0 | 100 | 104 | 100 | 5
O=C(NC1CCCCC1)C(c1ccncc1)N(C(=O)c1ccco1)c1ccc(F)cc1 (stereo not drawn) | 105 | 102 | 1 | 5 | 97 | 98 | 100 | 1
O=C(NC1CCN(Cc2ccccc2)CC1)c1ccccc1Cl | 100 | 113 | -1 | 4 | 105 | 107 | 100 | 1
Cc1ccc(CC(=O)N2CCN(c3ccc([N+](=O)[O-])cc3)CC2)cc1 | 109 | 91 | -2 | -30 | 89 | 90 | 97 | -25

An excerpt from above in order of their number in RPL19A-GFP yeast, ascending:
SMILES	RPL19A-GFP yeast
Cc1ccc(S(=O)(=O)N2CCCCC2)cc1NC(=O)C1CC1	92
Cc1ccc(CC(=O)N2CCN(c3ccc([N+](=O)[O-])cc3)CC2)cc1	97
Cc1cc(C)cc(SCc2noc(C(=O)NCC3CCCO3)c2C(=O)O)c1 (stereo not drawn)	99
O=C(NC1CCCCC1)C(c1ccncc1)N(C(=O)c1ccco1)c1ccc(F)cc1 (stereo not drawn)	100
O=C(COC(=O)Cc1ccc(Br)cc1)Nc1ccc(Cl)cn1	101
O=C1c2ccccc2CN1CCSC(=S)N1CCOCC1	103
CC(O)c1ccc(Oc2cnccn2)cc1 (stereo not drawn)	104

Continuation:
SMILES | LAP4-GFP MLPCN | MEP2 TOR yeast | AHR activator | proCasp7 act | AGP1-GFP MLPCN | CIT2-GFP yeast | RPL19A-GFP yeast | proCasp3 act
CC(NC(=O)C(=O)N1CCCCC1)C(c1cccs1)N1CCN(C)CC1 (stereo not drawn) | 95 | 103 | 0 | -1 | 97 | 98 | 97 | 0
CCCCN=C1NC(=O)C(CC(=O)NCCc2ccc(OC)cc2)S1 (stereo not drawn) | 87 | 105 | 2 | -30 | 109 | 119 | 114 | -23
Cc1onc(-c2ccccc2Cl)c1C(=O)N1CCc2ccccc2C1 | 93 | 90 | 1 | 10 | 95 | 92 | 90 | 5
O=C(CN1C(=O)NC2(CCSC2)C1=O)NCc1ccccc1 (stereo not drawn) | 106 | 92 | 1 | -6 | 100 | 87 | 97 | -1
Cc1ccc(OCC(=O)Nc2ccc(Cl)cc2)c(-n2nc3ccccc3n2)c1 | 92 | 102 | 2 | -2 | 97 | 100 | 100 | 7
COCCn1cc(C(=O)N2CCC(C)CC2)c2c3ccccc3n(C)c2c1=O | 100 | 105 | 0 | 15 | 108 | 105 | 101 | -4
Cn1cnc(S(=O)(=O)Nc2ccc3c(c2)OCCO3)c1 | 97 | 94 | -3 | 6 | 94 | 94 | 97 | 9
CNc1cc(-n2nc(C)cc2-c2ccccc2)ncn1 | 94 | 102 | 17 | 7 | 98 | 89 | 99 | -5
Cc1cccc(OCCCC(=O)Nc2ccc(N3CCCCC3)cc2)c1C | 105 | 104 | 0 | -6 | 100 | 102 | 103 | 2
CCCNC(=O)NC1C(NC(=O)NCCC)N(C)C(=O)N1C (stereo not drawn) | 96 | 93 | -1 | 9 | 96 | 98 | 92 | -3
O=C1N/C(=N\N=C\c2cccs2)SC1Cc1cccc(Cl)c1Cl (stereo not drawn) | 89 | 93 | 7 | 1 | 101 | 100 | 108 | 7
O=C(c1cccs1)N1CCN=C1SCc1ccc(F)cc1 | 97 | 104 | -4 | 11 | 106 | 101 | 99 | 8
CCOCCn1c(CN(Cc2ccccc2)Cc2ccccc2)nc2c1c(=O)[nH]c(=O)n2C | 96 | 93 | 1 | 5 | 89 | 91 | 91 | -5
COc1cccc(CNC(=O)C(=O)NCC(c2ccco2)N2CCOCC2)c1 (stereo not drawn) | 97 | 112 | 0 | 12 | 100 | 108 | 101 | -3
Nc1ccc2nc(SCC(=O)N3CCN(c4ccccc4)CC3)sc2c1 | 100 | 82 | 33 | 10 | 106 | 100 | 93 | -2
CCCCOCCCNC(=O)c1cccs1 | 105 | 107 | 1 | 8 | 106 | / | 106 | 10
CCn1c(C)nc2cc(C(=O)NNC(=O)c3ccc(Cl)nc3)ccc21 | 109 | 90 | 1 | 3 | 102 | 85 | 94 | 4
O=C(COC(=O)c1cccc(C(=O)OCC(=O)NCc2ccc(F)cc2)n1)NCc1ccc(F)cc1 | 90 | 106 | 12 | 7 | 96 | 95 | 101 | 0
Cc1ccc2nc(/C(C#N)=C\c3ccc(N4CCCCC4)c([N+](=O)[O-])c3)[nH]c2c1 | 88 | 94 | 28 | -19 | 71 | 66 | 105 | -16
COc1ccc(S(=O)(=O)Nc2c(NC3CCCCC3)c3ccccc3oc2=O)cc1 | 95 | 97 | 0 | 4 | 95 | 92 | 96 | 5

Reprinted at random: two compounds from above, in no set order.
SMILES | LAP4-GFP MLPCN | MEP2 TOR yeast | AHR activator | proCasp7 act | AGP1-GFP MLPCN | CIT2-GFP yeast | RPL19A-GFP yeast | proCasp3 act
Cc1ccc(S(=O)(=O)N2CCCCC2)cc1NC(=O)C1CC1 | 91 | 90 | 3 | 1 | 91 | 89 | 92 | -3
O=C(NC1CCN(Cc2ccccc2)CC1)c1ccccc1Cl | 100 | 113 | -1 | 4 | 105 | 107 | 100 | 1

Reformatted: two of the compounds above.
Each structure is followed by: LAP4-GFP MLPCN, MEP2 TOR yeast, AHR activator, proCasp7 act, AGP1-GFP MLPCN, CIT2-GFP yeast, RPL19A-GFP yeast, proCasp3 act
O=C1N/C(=N\N=C\c2cccs2)SC1Cc1cccc(Cl)c1Cl (stereo not drawn)
  89, 93, 7, 1, 101, 100, 108, 7
O=C(C1CCCO1)N1CCN(C(=S)NC2CC2)CC1 (stereo not drawn)
  94, 97, 1, 3, 92, 91, 92, -2

The list continues:
SMILES | LAP4-GFP MLPCN | MEP2 TOR yeast | AHR activator | proCasp7 act | AGP1-GFP MLPCN | CIT2-GFP yeast | RPL19A-GFP yeast | proCasp3 act
Fc1cccc(CN(C2=NCCN2)c2c(Cl)cccc2Cl)c1 | 113 | 102 | 1 | 2 | 104 | 99 | 117 | 7
CCN1CCN(c2ccc(S(=O)(=O)N3CCCCC3)cc2NC(=O)Cc2ccc(Cl)c(Cl)c2)CC1 | 95 | 89 | -2 | -7 | 94 | 85 | 89 | 4
C=CCN(CC=C)C(=S)NC(=O)c1ccc(OC)cc1 | 92 | 99 | 51* | -6 | 99 | 85 | 97 | -3
C=CCN1C(=O)c2ccccc2Sc2ccc(C(=O)NCC(OC)OC)cc21 | 91 | 112 | 19 | 7 | 93 | 98 | 100 | 2
O=C(NC(=S)N1CCCc2ccccc21)c1ccc([N+](=O)[O-])cc1 | 110 | 99 | 28 | -14 | 106 | 97 | 99 | 0
Cc1ccc2nc(N3CCC(C(=O)NC4CCCCC4)CC3)sc2c1 | 111 | 102 | 2 | -14 | 95 | 94 | 100 | -3
COc1ccc(NC(=O)CN2CCc3ccccc3C2)c(OC)c1 | 96 | 99 | 15 | -1 | 103 | 97 | 102 | 4
C=CCn1c(C)cc(-c2csc(NC(=O)C3=COCCO3)n2)c1C | 110 | 94 | 1 | 0 | 103 | 100 | 93 | -4
CC(C)CNC(=O)CC(c1ccccc1)c1c(O)ccc2ccccc12 (stereo not drawn) | 92 | 97 | 0 | 1 | 101 | 106 | 97 | -7
Cc1c(C(C)(C)O)[nH]c2cc(C(F)(F)F)ccc12 | 131 | 97 | 3 | -10 | 87 | 107 | 94 | 6

AHR activator, entries above that show a hit
smiles,LAP4-GFP MLPCN,MEP2 TOR yeast,AHR activator,AGP1-GFP MLPCN,CIT2-GFP yeast,RPL19A-GFP yeast,proCasp3 act
O=C1N/C(=N\c2ccccn2)SC1Cc1ccccc1Cl (stereo not drawn),92,94,80*,100,104,100,5
C=CCN(CC=C)C(=S)NC(=O)c1ccc(OC)cc1,92,99,51*,99,85,97,-3

From PubChem

Rows are unselected. About 3.5% of those tested had a hit in this group.
